CXCR6 inh – inhibitors of human CXCR6 receptor. CHO-K1 PathHunter CXCR6 beta-arrestin, luminescence. hit rate 0.36% among 360,000. AID 602244. inhibition, % at 20 µM; in the data active = inhibition above about 34%, passing the limit was not always enough;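 also: antagonist mode with CXCL16 agonist at 10 nM final; 0% = 10 nM CXCL16 with DMSO and 100% = unstimulated wells without agonist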
A3A deaminase – human APOBEC3A DNA deaminase inhibition | hit rate 0.41% among 330,000 | AID 493011 | inhibition, % at 20 µM | recombinant A3A, FAM/TAMRA ssDNA deamination fluorescence;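 active = at least 40% inhibition at 20 µM here, with at most 30% in a related deaminase screen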;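 also: plate controls were A3A with DMSO for no effect and wells lacking A3A enzyme for full effect; some results filed as inactive read as strong as hits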
Target sequence (P31941 whole entry, looked up): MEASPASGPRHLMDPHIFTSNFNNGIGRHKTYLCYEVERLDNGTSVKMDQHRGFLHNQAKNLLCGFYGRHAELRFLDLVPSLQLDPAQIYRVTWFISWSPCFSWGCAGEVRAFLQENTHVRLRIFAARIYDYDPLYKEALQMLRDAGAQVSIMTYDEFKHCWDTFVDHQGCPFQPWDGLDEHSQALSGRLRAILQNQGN
EBI2 antag – EBI2 (human) antagonism; inhibition, % at 5 µM; AID 651636; hit rate 0.81% among 360,000; EBI2 beta-arrestin recruitment, luminescence, 7a,25-OHC stimulated; in the data active = inhibition above about 38%;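 also: enzyme fragment complementation signal reports receptor beta-arrestin coupling in cells; 0% = agonist plus DMSO wells and 100% = wells without agonist; some results beyond the cut were filed as inactive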
Target sequence (P32249 whole entry, looked up, the tested form may be a part): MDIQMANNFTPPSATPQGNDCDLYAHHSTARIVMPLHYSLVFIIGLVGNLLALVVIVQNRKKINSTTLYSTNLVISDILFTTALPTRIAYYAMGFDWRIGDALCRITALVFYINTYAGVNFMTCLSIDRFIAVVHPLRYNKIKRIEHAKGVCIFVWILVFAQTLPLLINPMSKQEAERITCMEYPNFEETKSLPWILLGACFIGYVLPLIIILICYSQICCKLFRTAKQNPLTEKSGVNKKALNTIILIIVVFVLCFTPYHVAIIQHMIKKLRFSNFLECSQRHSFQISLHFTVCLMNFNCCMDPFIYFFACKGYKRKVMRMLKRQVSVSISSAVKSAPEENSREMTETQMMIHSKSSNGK
MPTP block – permeability transition pore inhibition; isolated mouse mitochondria, Ca2+ swelling absorbance, 30 min; inhibition, % at 10 µM; hit rate 1.4% among 360,000;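 active = inhibition of 50% or more, scaled per plate between neutral and stimulator controls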;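 also: 0% = DMSO wells given calcium and 100% = 1 mM EGTA wells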
Gli-Sufu antag – Gli-Sufu pathway antagonism; Sufu-KO-LIGHT fibroblasts, Gli luciferase reporter luminescence; inhibition, % at 5 µM; hit rate 0.74% among 340,000; AID 588413;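 active = inhibition above about 55%, limit read from the data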;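 also: 0% = DMSO-treated cells and 100% = wells with medium but no cells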
APOBEC3G inh – blocks human APOBEC3G single-stranded DNA deamination; Q9HC16; AID 493012; inhibition, % at 20 µM; hit rate 0.28% among 330,000; recombinant A3G, ssDNA deamination FAM/TAMRA fluorescence;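 active = inhibition of at least 40% at 20 µM, with no more than 30% in the related APOBEC3A deaminase screen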;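 also: plate controls were DMSO wells with A3G for no effect and wells lacking A3G enzyme for full effect; some compounds called inactive have numbers as strong as hits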
CCR6 antagonist – CCR6 (human) receptor antagonism; P51684; CHO-K1 CCR6 PathHunter beta-arrestin, luminescence, CCL20-stimulated; inhibition, % at 20 µM; hit rate 0.49% among 340,000;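 active = compounds whose inhibition of the agonist-driven luminescence signal at 20 µM reaches about 50%, limit read from the data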;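 also: cells stimulated with CCL20 at 14 nM final; plate controls were DMSO with CCL20 for no effect and DMSO without agonist for full effect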
Target sequence (P51684 whole entry, looked up): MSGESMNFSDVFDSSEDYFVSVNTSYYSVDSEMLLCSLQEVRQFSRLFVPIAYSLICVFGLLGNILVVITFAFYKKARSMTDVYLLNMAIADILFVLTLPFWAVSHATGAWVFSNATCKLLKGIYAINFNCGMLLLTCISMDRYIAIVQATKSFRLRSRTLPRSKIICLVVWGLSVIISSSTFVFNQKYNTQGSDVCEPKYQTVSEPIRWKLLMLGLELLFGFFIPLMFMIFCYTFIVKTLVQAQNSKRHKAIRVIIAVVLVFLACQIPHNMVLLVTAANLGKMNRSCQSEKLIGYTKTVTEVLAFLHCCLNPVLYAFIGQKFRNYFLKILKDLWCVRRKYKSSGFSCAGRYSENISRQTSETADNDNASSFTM
GRIN3A LBD mod – modulators (binders) of human NR3A ligand-binding domain; NR3A LBD differential scanning fluorimetry, Tm shift; 0% = protein alone, 100% = glycine-bound protein; Tm shift relative to glycine control, % at 25 µM; hit rate 2.5% among 340,000; AID 1259313;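 active = melting temperature shift of at least 10% of the positive control shift, at one fixed dose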
* hit, by the source's call; nt = not tested or not shown. Rows are unselected; 5.8% or so of the library scored in one or more.

no. | Structure | CXCR6 inh | A3A deaminase | EBI2 antag | MPTP block | Gli-Sufu antag | APOBEC3G inh | CCR6 antagonist | GRIN3A LBD mod
1 | COC(=O)c1ccc(NC(=O)CN(C)S(=O)(=O)c2ccc(OC)c(C)c2)cc1 | -3 | 4 | 12 | -0.4 | 2 | 0 | -14 | 1
2 | Cc1ccc(S(=O)(=O)N2CCC(C(=O)NCCC3=CCCCC3)CC2)c(C)c1 | -4 | -2 | 8 | -0.3 | -1 | -6 | 12 | 4
3 | CCOC(=O)C1CCCN1C(=O)c1ccc(OC)c(Br)c1 (centres undefined) | -5 | 0 | -7 | -0.1 | -1 | -2 | -3 | 0
4 | O=C(O)CSc1cc(C(=O)c2ccccc2O)cn2c(=O)c3c4c(sc3nc12)CCCC4 | 6 | nt | 4 | 7.9 | -3 | nt | 30 | -10
5 | CC(=O)OCC(=O)[C@@]1(O)CC[C@H]2[C@@H]3CCC4=CC(=O)C=C[C@]4(C)[C@H]3C(=O)C[C@@]21C | 8 | 1 | 0 | 1.5 | 10 | -1 | 5 | 2
6 | CCOc1ccc(NC(=O)c2ccc(N3CC4CC(C3)c3cccc(=O)n3C4)c(NC(=O)c3ccncc3)c2)cc1 (centres undefined) | -4 | -2 | 9 | 0.4 | 6 | -4 | 5 | -4
7 | Cc1cccc(OCC(=O)OCC(=O)c2c(N)n(C)c(=O)n(C)c2=O)c1C | -6 | -5 | 7 | -0.5 | -6 | 0 | -2 | 1
8 | CCOCCN(C(=O)COC)c1cccc(OC)c1 | -6 | 1 | -1 | 2.0 | 2 | 7 | 13 | 0
9 | COc1ccc(NC(=O)CN2CCN(C(=O)N3CCOCC3)CC2)cc1 | -8 | -5 | 7 | 0.2 | -5 | -4 | 5 | 0
10 | O=C(NC1CC1)C1CCCN1S(=O)(=O)c1ccc2ccccc2c1 (centres undefined) | 2 | 5 | 5 | 1.8 | 2 | 2 | 8 | -2
11 | Cc1cccc(OCC(=O)Nc2nnc(-c3ccco3)s2)c1 | -9 | -1 | 11 | 2.5 | -7 | -3 | 8 | 1
12 | [O-][n+]1c2ccccc2[n+]([O-])c2cc(O)ccc21 | -6 | 47 | 0 | 6.8 | 12 | 40 | 4 | -2
13 | COc1ccc(-c2oc3cc(O)c(OC)c(O)c3c(=O)c2OC)cc1O | 2 | nt | -11 | 0.8 | 38 | nt | 11 | -2
14 | Cc1ccnc(NC(=O)c2ccc(Cl)c(NC(=O)C(C)Oc3ccccc3)c2)c1 (centres undefined) | 9 | -2 | 8 | 1.5 | -40 | -3 | 11 | -1
15 | Cc1ccc(SCCNC(=O)c2ccc(C)c(S(=O)(=O)Nc3ccccc3C)c2)cc1 | 11 | -5 | 41 | 27 | -4 | 4 | 25 | -1
16 | Cc1ccc(-c2csc(NC(=O)C3CSC4(C)CCC(=O)N34)n2)cc1 (centres undefined) | -4 | 2 | 1 | 1.5 | -1 | 14 | -7 | -3
17 | CCC(=O)N/C(=N\OCc1ccc(F)cc1)c1nonc1NC(=O)CC | 6 | 3 | 2 | 4.5 | -12 | 3 | -9 | -1
18 | O=C(CCC1CCCC1)N=C1SC2CS(=O)(=O)CC2N1c1ccccc1F (centres undefined) | 8 | 0 | -8 | -0.1 | -6 | 14 | 0 | 2
19 | CCN(CC)S(=O)(=O)c1cccc(C(=O)OCc2cc(=O)n3nc(C)sc3n2)c1 | 4 | 0 | 5 | 0.6 | -8 | -2 | 14 | 1
20 | O=S1(=O)c2c(Oc3cccc4ccccc34)cccc2OC(COCc2ccccc2)CN1C1CCCC1 (centres undefined) | -6 | nt | 5 | -1.8 | 1 | nt | -3 | 18*
21 | Cc1cccc(NC(=O)CCC(=O)NCCO)c1 | -3 | 1 | 1 | 1.4 | -4 | -4 | 12 | 2
22 | COc1cc(C(N)=O)cc(Br)c1OCc1ccccc1 | -2 | -1 | 3 | -3.2 | -4 | -5 | -7 | -1
23 | O=C(Nc1ccccc1F)c1ccc(S(=O)(=O)NCC2CCCO2)cc1 (centres undefined) | -3 | -6 | -3 | -0.2 | 7 | -5 | -9 | -1
24 | COc1ccc2[nH]c(=O)c(CN(c3ccccc3OC)S(=O)(=O)c3ccccc3)cc2c1 | 6 | 0 | 13 | -1.9 | nt | -5 | 8 | 4
25 | CN(C)c1ccc(/C=N/NC(N)=S)cc1[N+](=O)[O-] | 8 | 1 | -4 | 0.5 | -4 | -15 | 20 | -2

The closing six entries of the part before come first, to join the parts.
no. | Structure | CXCR6 inh | A3A deaminase | EBI2 antag | MPTP block | Gli-Sufu antag | APOBEC3G inh | CCR6 antagonist | GRIN3A LBD mod
20 | O=S1(=O)c2c(Oc3cccc4ccccc34)cccc2OC(COCc2ccccc2)CN1C1CCCC1 (centres undefined) | -6 | nt | 5 | -1.8 | 1 | nt | -3 | 18*
21 | Cc1cccc(NC(=O)CCC(=O)NCCO)c1 | -3 | 1 | 1 | 1.4 | -4 | -4 | 12 | 2
22 | COc1cc(C(N)=O)cc(Br)c1OCc1ccccc1 | -2 | -1 | 3 | -3.2 | -4 | -5 | -7 | -1
23 | O=C(Nc1ccccc1F)c1ccc(S(=O)(=O)NCC2CCCO2)cc1 (centres undefined) | -3 | -6 | -3 | -0.2 | 7 | -5 | -9 | -1
24 | COc1ccc2[nH]c(=O)c(CN(c3ccccc3OC)S(=O)(=O)c3ccccc3)cc2c1 | 6 | 0 | 13 | -1.9 | nt | -5 | 8 | 4
25 | CN(C)c1ccc(/C=N/NC(N)=S)cc1[N+](=O)[O-] | 8 | 1 | -4 | 0.5 | -4 | -15 | 20 | -2
26 | CCOc1ccc2nc(NC(=O)CN3CCC(n4nnc5cc(F)ccc54)CC3)sc2c1 | 1 | -2 | 16 | 1.9 | 6 | -5 | 19 | -6
27 | COc1ccccc1CNc1nc(SC)ncc1CO | 0 | -1 | 4 | 2.2 | 3 | -5 | 8 | -8
28 | O=[N+]([O-])c1ccc(S(=O)(=O)N2CCN=C2SCc2ccc(F)cc2)cc1 | -39 | 3 | 9 | -0.7 | 1 | 1 | -3 | 2
29 | CN(Cc1ccccc1)C(=O)c1[nH]cnc1C(=O)NCc1ccc(CNC(=O)OC(C)(C)C)cc1 | -4 | 2 | 2 | 1.6 | 10 | -4 | 5 | -1
30 | COc1ccc(CN2CCN(S(=O)(=O)c3ccccc3)CC2)c(OC)c1 | 4 | -6 | 6 | 3.5 | 6 | -7 | 31 | 9
31 | CC(C)(C)NC(=O)COc1ccccc1C#N | 0 | -1 | 5 | -0.6 | 3 | -5 | -3 | -1
32 | O=C(c1[nH]ncc1-c1ccccc1)C1CO1 (centres undefined) | -2 | -4 | -5 | 2.1 | 3 | -4 | 1 | 0
33 | CCc1cc(=O)oc2cc(C)cc(OCC(=O)NCC3CCC(C(=O)O)CC3)c12 (centres undefined) | -6 | -4 | -3 | -2.0 | 0 | 0 | -4 | 0
34 | COc1cc(/C=C/C(=O)OCC(=O)NCC(=O)Nc2cccc(C)c2C)ccc1OC(F)F | 1 | -2 | 1 | 7.0 | 5 | -5 | -1 | -1
35 | CCN(CC)CC(=O)Nc1c(Br)ccc2c1OCO2 | -1 | -1 | -4 | -0.5 | 6 | -3 | -5 | -1
36 | CCC1(CC)C(=O)NC(=O)NC1=Nc1ccccc1 | 5 | -4 | -24 | -2.1 | -2 | -4 | -1 | 0
37 | COc1ccc(OC)c(S(=O)(=O)N2CCC(C(=O)N3CCCC3)CC2)c1 | 18 | -2 | -5 | 0.6 | 6 | -8 | 10 | -3
38 | O=C(c1ccccc1)N(Cc1cccnc1)C1(C(=O)Nc2ccccc2)CCCCC1 | -1 | -2 | 4 | -0.2 | 4 | -7 | 3 | -1
39 | CCOn1c(=O)c[n+]([O-])c2ccccc21 | -1 | 5 | 6 | -1.0 | 9 | 4 | -2 | 0
40 | Cc1ccc(NC(=O)c2ccc(OC(=O)c3cc4ccccc4o3)cc2)cc1 | 5 | 0 | 5 | 2.2 | -70 | 2 | -7 | 7
41 | CCOC(=O)Cc1nnc(NC(=O)COc2ccc(C)cc2)s1 | 0 | -1 | 4 | -2.0 | -4 | -4 | 13 | -1
42 | N#CC1(NC(=O)COc2ccc(S(=O)(=O)N3CCCC3)cc2[N+](=O)[O-])CCCCC1 | 4 | 51* | -4 | -2.6 | -2 | 5 | 3 | nt
43 | COCCOc1ccc(C(F)(F)F)cc1NC(=O)Cc1ccc(S(=O)(=O)N2CCOCC2)s1 | -21 | 0 | -17 | -2.2 | 8 | 4 | 16 | -3
44 | O=C(CSc1nnc(-c2ccc(Cl)cc2Cl)n1C1CCCCC1)NC1CCS(=O)(=O)C1 (centres undefined) | -2 | -3 | 13 | -0.4 | 1 | -3 | 4 | -1
45 | CSc1nc2sccc2c(=O)[nH]1 | 3 | -5 | -3 | 0.1 | 19 | -11 | -6 | -1
46 | CC(C)c1ccccc1OCCNC(=O)c1cccnc1 | 2 | -1 | -10 | 4.3 | 11 | 0 | 6 | -1
47 | O=C1CCC([N+](=O)[O-])C(c2ccc(Br)cc2)N1 (centres undefined) | 2 | -1 | -7 | 0.3 | -9 | -3 | 5 | -6
48 | Oc1cccc(C(=S)N2CCCCC2)c1 | 1 | -5 | 1 | -2.2 | 2 | 22 | 8 | -1
49 | Cc1nnc(C)n1/N=C/c1ccc2c(c1)OCCO2 | -6 | -2 | -5 | -1.6 | 2 | -3 | -9 | 1
50 | Cc1c(Cl)cccc1NS(=O)(=O)c1cn(C)c(=O)n(C)c1=O | -12 | -6 | 2 | 0.7 | -5 | -7 | 4 | 1

Remaining list, next part.
entry | Molecule | CXCR6 inh | A3A deaminase | EBI2 antag | MPTP block | Gli-Sufu antag | APOBEC3G inh | CCR6 antagonist | GRIN3A LBD mod
51 | CCOc1ccc(CCNC(=O)CCCn2nc(C)c3c(C)n(-c4ccccc4)nc3c2=O)cc1 | 12 | -5 | 3 | -0.8 | -2 | -7 | 4 | -2
52 | CCOc1cc(/C=C2\SC(=S)N(N3CCOCC3)C2=O)ccc1O | 18 | -3 | 16 | 6.6 | 1 | -5 | 28 | 0
53 | COC(=O)C1C(=O)C2=C(CC1C)NC(=O)CC2c1ccc(F)cc1 (centres undefined) | -6 | -1 | 4 | -0.4 | -1 | -5 | 5 | 0
54 | O=C(NNS(=O)(=O)c1ccc(F)cc1)c1sccc1-n1cccc1 | 8 | -4 | -8 | 2.4 | 0 | -6 | -5 | 0
55 | CCn1c(SCc2cccnc2)nnc1-c1c[nH]c2ccccc12 | -1 | -2 | -1 | -1.6 | 4 | -2 | 5 | -3
56 | COc1cccc(NC(=O)CN(C)C(=O)c2sc3cc(Cl)ccc3c2Cl)c1 | -1 | 1 | -23 | 0.9 | 1 | -5 | 0 | 7
57 | CC(Sc1ncccn1)C(=O)Nc1ccc2c(c1)OCCO2 (centres undefined) | -14 | -5 | 7 | -0.3 | -12 | -9 | 6 | 1
58 | Cc1cc2c(Nc3cccc(O)c3)ncnc2s1 | -4 | -6 | -7 | 0.2 | -14 | -5 | 5 | -8
59 | CC(C)OC(=O)CSc1nc2ncc(Cl)cc2[nH]1 | -2 | 3 | 2 | -1.1 | 20 | 0 | -2 | -5
60 | CCC(NC(=O)CCc1c(C)c2cc3c4c(oc3cc2oc1=O)CCCC4)C(=O)O (centres undefined) | -2 | 0 | -4 | 0.8 | 16 | -5 | 0 | -3
61 | COc1ccc(C2CC(C(F)(F)F)n3ncc(C(=O)Nc4c(C)n(C)n(-c5ccccc5)c4=O)c3N2)cc1 (centres undefined) | -2 | -5 | -1 | 0.7 | -10 | -4 | -7 | -3
62 | O=C(O)/C(=C\c1ccc(Cl)c([N+](=O)[O-])c1)c1ccc(S(=O)(=O)N2CCCC2)s1 | -2 | 55* | 2 | -2.6 | 5 | 10 | 10 | 2
63 | CC(C)(C)[C@H]1C=C(C(=O)N2CCN(Cc3ccc4c(c3)OCO4)CC2)O[C@@H](OCCCCO)C1 | -3 | -3 | 10 | -0.9 | 24 | -5 | 8 | -2
64 | O=C1CN(C(=O)c2ccc(F)cc2)c2ccccc2N1 | -3 | -6 | -2 | 1.8 | -1 | -3 | 4 | 0
65 | COc1ccccc1-c1nnc(SCC(=O)Nc2oc(C)c3c(C)n[nH]c(=O)c23)n1C | 2 | 1 | -5 | 0.7 | -8 | -6 | 7 | -2

Source: PubChem
